Assay outcomes from PubChem.
MEKK3 PB1 HTS: raises or lowers MEK5 binding to the human MEKK3 PB1 domain. binding response (% of control), % at 10 µM. actives 1.4% (n = 290,000). bead-based flow cytometry, Alexa488-MEK5 binding to MEKK3; actives lie on both sides; 0 = blocked by unlabeled MEK5, 100 = vehicle;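 active means binding response more than 3 SD above or below the average of its plate-row segment, actives on both sides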;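 further: Alexa488 bead fluorescence after subtracting the streptavidin-only scavenger bead signal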
Target sequence (Q99759 whole entry, looked up, the tested form may be a part): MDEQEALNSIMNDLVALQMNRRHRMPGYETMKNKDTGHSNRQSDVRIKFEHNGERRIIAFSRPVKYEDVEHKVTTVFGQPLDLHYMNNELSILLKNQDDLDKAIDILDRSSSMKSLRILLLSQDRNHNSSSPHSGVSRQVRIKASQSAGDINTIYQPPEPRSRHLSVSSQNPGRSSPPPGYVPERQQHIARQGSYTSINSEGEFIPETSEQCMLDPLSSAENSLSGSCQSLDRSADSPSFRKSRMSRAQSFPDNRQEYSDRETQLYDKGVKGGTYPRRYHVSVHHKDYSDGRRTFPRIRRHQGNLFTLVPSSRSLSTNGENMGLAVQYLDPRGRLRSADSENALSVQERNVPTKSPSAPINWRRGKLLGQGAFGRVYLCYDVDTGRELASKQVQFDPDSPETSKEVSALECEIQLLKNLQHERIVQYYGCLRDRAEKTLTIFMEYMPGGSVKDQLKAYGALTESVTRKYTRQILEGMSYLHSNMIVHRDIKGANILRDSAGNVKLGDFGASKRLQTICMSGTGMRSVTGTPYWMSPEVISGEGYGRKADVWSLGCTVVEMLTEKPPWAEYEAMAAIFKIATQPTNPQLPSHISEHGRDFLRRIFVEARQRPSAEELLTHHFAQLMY
GalR3 antag: antagonists of human GalR3; HEK293 GalR3-CNG cAMP membrane potential fluorescence; galR3 body fused to GalR1 C-terminus; actives 0.44% (n = 360,000); AID 651719; inhibition, % at 3 µM;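 active means inhibition above the screen-wide average plus 3 SD, cut at about 13% in these data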;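 further: forskolin and galanin both at EC90 stimulate the cells; cAMP rise reported by CNG channel membrane potential dye signal; 0% = forskolin plus galanin with DMSO and 100% = forskolin alone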
Target sequence (O60755 1-299 limits assumed): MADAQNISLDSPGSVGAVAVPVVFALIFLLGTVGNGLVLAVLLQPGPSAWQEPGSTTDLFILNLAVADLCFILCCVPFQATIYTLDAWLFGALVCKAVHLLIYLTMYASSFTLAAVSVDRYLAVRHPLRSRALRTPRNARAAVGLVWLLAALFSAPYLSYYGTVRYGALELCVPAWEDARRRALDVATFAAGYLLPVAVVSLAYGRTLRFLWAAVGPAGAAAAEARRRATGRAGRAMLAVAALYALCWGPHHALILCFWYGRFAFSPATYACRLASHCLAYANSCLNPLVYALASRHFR
IDE inh: cellular human IDE inhibition; HEK cells, FAbetaB cleavage, fluorescence polarization; inhibition, % at 5.59 µM; AID 434962; actives 0.41% (n = 320,000); P14735;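 active means percent inhibition above the average of all tested compounds plus 3 SD, set per screening campaign, cut at about 16% in these data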;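 further: IDE supplied by intact live HEK cells; FP after avidin binding of uncleaved biotin substrate so inhibition keeps polarization high; 0% = DMSO wells and 100% = 60 µM reference IDE inhibitor Ii1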
CRFBP-R2 agonist: CRF-BP/CRF-R2 complex agonism. HEK293 CRF-R2/CRF-BP, calcium dye fluorescence (FLIPR); percent of saturating CRF peptide response. activation, % at 13.2 µM. actives 0.46% (n = 350,000);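 active means activation of at least 50%, plus an integration ratio under a set limit after plate pattern correction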;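 further: plate controls were neutral control wells without compound for no effect and CRF at EC100 for full effect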
IDE cell activ: boosts human insulin-degrading enzyme activity in HEK cells; P14735; FAbeta-B cleavage, fluorescence polarization; 0% vehicle, 100% cell-free pure enzyme wells; activation, % at 5.96 µM; actives 0.073% (n = 340,000); AID 493087;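 active means activation above the mean of all tested compounds plus 3 SD, set per screening campaign, cut at about 17% in these data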
PHOSPHO1 inh: blocks human PHOSPHO1 phosphatase activity; AID 1565; recombinant PHOSPHO1, absorbance phosphatase assay; inhibition, % at 13.3 µM; Q8TCT1; actives 1.1% (n = 290,000); in the data active means inhibition above about 60%
M4 PAM: CHRM4 positive allosteric modulation; activation, % at 3 µM; P08173; CHO-K1 hM4/Gqi5, Fluo-8 calcium fluorescence, ACh EC20; 0% = ACh EC20, 100% = maximal ACh; actives 0.4% (n = 360,000);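 active means activation above its plate's cutoff, the mean activation of sample wells plus 3 SD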; further: some results filed as inactive read as strong as hits
CRFR2-BP antag: antagonists of CRF-binding protein/CRF-R2 receptor complex | AID 588475 | HEK293 CRF-R2/CRF-BP, CRF-induced calcium fluorescence | inhibition, % at 11.8 µM | actives 0.59% (n = 350,000);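 active means inhibition of the ligand-induced calcium signal above about 50% at the single tested concentration, limit read from the data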
pCIP destab: lowers stability of the mouse p/CIP coactivator protein; F442A p/CIP-EGFP cells, EGFP fluorescence, 16 h; Q05BA5; actives 0.01% (n = 290,000); decrease of EGFP signal, % at 10 µM;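 active means EGFP signal decrease of at least 30% at 10 µM or well 3 SD below plate mean, unless failing retest; inactive means the rest, including hits failing retest or dose response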; further: some compounds called inactive have numbers as strong as hits; many of its hits are not listed in these tables
* hit, by the source's call; . = no result given. No enrichment for hits; about 4.2% have a hit in one of these screens.

structure | CRFBP-R2 agonist | IDE cell activ | M4 PAM | IDE inh | pCIP destab | CRFR2-BP antag | PHOSPHO1 inh | GalR3 antag | MEKK3 PB1 HTS
CCC(=O)c1cn(CC(=O)Nc2ccc(C)cc2C)c2ccccc12 | 0.6 | -4 | 0 | 0 | -3 | 4 | -39 | -4 | 95
Cc1ccccc1Nc1nc2ccccc2s1 | 1.4 | 3 | 12 | 1 | 0 | -21 | 14 | -12 | 102
CCOc1cc(N2CCOCC2)c(OCC)cc1NC(=O)COC(=O)c1cc(C)cc(C)c1 | 1.7 | 1 | -10 | 2 | -6 | -4 | -1 | -5 | 105
Cn1c(SCC(=O)N2CCCCCC2)nc2c(c1=O)SCC2 | -0.7 | 4 | 1 | 0 | -11 | -22 | 23 | 1 | 103
Cc1cc(C)c2cc(CN(CCO)Cc3nnnn3Cc3ccc(F)cc3)c(=O)[nH]c2c1 | 0.6 | 5 | 6 | . | -4 | -13 | 11 | 1 | 99
O=C(Nc1ccnn1C1CCN(C(=O)c2ccccc2C(F)(F)F)CC1)C1CC1 | 3.8 | 1 | 14 | 6 | 1 | -5 | -1 | -3 | 101
CCOc1ccc(NC(=O)COc2ccc(OC)cc2)cc1 | -1.7 | -2 | 5 | 2 | -13 | 2 | -8 | -4 | 99
CC(Sc1nc2ccccc2s1)C(=O)c1c(N)n(C)c(=O)n(C)c1=O (configuration not stated) | 0.3 | 3 | 2 | 5 | -4 | 9 | -42 | -4 | 104
CN(c1ccccc1C(=O)N1CCCC1)S(C)(=O)=O | 1.3 | -4 | 3 | 2 | -9 | 13 | 11 | 0 | 104
CCc1ccc(NC(=O)Cn2nnc(C(=O)NCc3ccco3)c2N)cc1 | -0.4 | 2 | 0 | 0 | 4 | 4 | 15 | -3 | 102
O=C(COc1ccc(F)cc1)NN1C(=O)CSC1=S | 16 | -8 | 2 | 2 | 4 | -19 | -103 | -5 | 116
Nc1ccc(C(=O)Nc2ccc(Nc3ccncc3)cc2)cc1 | -5.2 | -2 | -10 | -3 | 5 | 17 | 12 | -7 | 106
CC(C)C(=O)Nc1ccc(-c2nc3cccnc3o2)cc1 | -2.4 | -1 | -7 | -1 | 3 | 2 | 6 | -3 | 101
Cc1ccc(S(=O)(=O)N(C)c2ccc(C(=O)NC3CCCCC3)cc2)cc1 | 2.5 | . | 6 | . | . | -3 | . | -4 | .
O=C(O)/C=C/c1cn(-c2ccccc2)nc1-c1cc2ccccc2o1 | -3.5 | 1 | 7 | 4 | -12 | -8 | 44 | 1 | 102
Cc1onc(-c2c(Cl)cccc2Cl)c1C(=O)NNc1ccccc1 | -0.9 | 0 | -11 | 8 | -8 | -26 | -50 | 2 | 85
OC(CC1CC12c1ccccc1-c1ncccc12)(c1ccccc1)c1ccccc1 (configuration not stated) | 3.9 | 2 | -22 | 2 | -1 | -11 | 15 | -7 | 102
Cc1cc(C)nc(SCc2cccc(C(=O)O)c2)n1 | -0.5 | 3 | 1 | -2 | 2 | 10 | -10 | 0 | 105
COc1cccc2cc(C(=O)Nc3ccccc3C)/c(=N/NS(=O)(=O)c3ccccc3)oc12 | -0.5 | 0 | -1 | 0 | 5 | -4 | 27 | 2 | 94
COc1ccc(NC(=O)CNC(=O)c2nn(-c3ccc(OC)c(OC)c3)c(=O)c3ccccc23)c(OC)c1 | -1.2 | 4 | -10 | 2 | 7 | 8 | 16 | -8 | 100
COc1ccc(N2C(=O)CSC23CCC(C(C)(C)C)CC3)cc1 (configuration not stated) | -2.7 | 4 | 4 | -1 | 2 | -87 | 0 | 3 | 101
CCN(CC)C(=O)Cn1cc(C(=O)C(=O)NCC2COc3ccccc3O2)c2ccccc21 (configuration not stated) | 3.6 | 0 | 0 | -4 | 3 | 1 | 11 | 4 | 99
Oc1ccc2ccccc2c1N=Nc1ccccc1F | -1.4 | 4 | 14 | -4 | -2 | 7 | 4 | 4 | 98
Cc1cccc(NC(=O)C2CCN(C(=O)NC3CCCCC3)CC2)c1 | 0.2 | 2 | -4 | 4 | -8 | -20 | 10 | -8 | 106
Cn1c(CO)cnc1SCC(=O)c1ccc(Br)cc1 | -1.7 | 0 | -3 | 0 | 4 | 1 | -7 | 12 | 109

Pulled one by one from the list above:
structure | CRFBP-R2 agonist | IDE cell activ | M4 PAM | IDE inh | pCIP destab | CRFR2-BP antag | PHOSPHO1 inh | GalR3 antag | MEKK3 PB1 HTS
CN(c1ccccc1C(=O)N1CCCC1)S(C)(=O)=O | 1.3 | -4 | 3 | 2 | -9 | 13 | 11 | 0 | 104
CCOc1cc(N2CCOCC2)c(OCC)cc1NC(=O)COC(=O)c1cc(C)cc(C)c1 | 1.7 | 1 | -10 | 2 | -6 | -4 | -1 | -5 | 105
COc1ccc(NC(=O)CNC(=O)c2nn(-c3ccc(OC)c(OC)c3)c(=O)c3ccccc23)c(OC)c1 | -1.2 | 4 | -10 | 2 | 7 | 8 | 16 | -8 | 100
O=C(Nc1ccnn1C1CCN(C(=O)c2ccccc2C(F)(F)F)CC1)C1CC1 | 3.8 | 1 | 14 | 6 | 1 | -5 | -1 | -3 | 101
Cc1cc(C)nc(SCc2cccc(C(=O)O)c2)n1 | -0.5 | 3 | 1 | -2 | 2 | 10 | -10 | 0 | 105
O=C(O)/C=C/c1cn(-c2ccccc2)nc1-c1cc2ccccc2o1 | -3.5 | 1 | 7 | 4 | -12 | -8 | 44 | 1 | 102

Next section
structure | CRFBP-R2 agonist | IDE cell activ | M4 PAM | IDE inh | pCIP destab | CRFR2-BP antag | PHOSPHO1 inh | GalR3 antag | MEKK3 PB1 HTS
COc1ccc(CCn2cc(C#N)c(=O)[nH]c2=O)cc1OC | 2.1 | 4 | -2 | 6 | 3 | -1 | 4 | -7 | 94
COCCNC(=O)/C(C#N)=C/c1c(N2CCN(C)CC2)nc2ccccn2c1=O | -0.4 | 1 | 4 | 2 | 1 | 9 | 28 | -6 | 96
S=c1nc(NCc2cccc(Cl)c2)c2ccccc2[nH]1 | -1.3 | -4 | -1 | 5 | -10 | -24 | 50 | -11 | 111
O=c1cc(-c2ccco2)nc(-c2cccs2)o1 | -1.4 | 1 | 6 | 4 | -1 | -3 | 31 | -5 | 100
CC1CN(C(=O)c2cc3cc(Br)ccc3[nH]2)CC(C)O1 (configuration not stated) | -1.7 | 4 | -3 | -1 | 9 | -7 | 29 | -7 | 105
CCOC(=O)CN(C(=O)COc1nc(C)cc(C)c1C#N)c1ccc(Cl)cc1 | -0.2 | 2 | 4 | 4 | 4 | 7 | -5 | -5 | 83
Cc1ccc(C2=NC3(CCCCC3)N=C2SCC(=O)Nc2ccc3c(c2)OCCO3)cc1 | -1.3 | 3 | 4 | 1 | -8 | 6 | -1 | -2 | 100
CN(CC(=O)Nc1cccc(F)c1)C(=O)CCNC(=O)c1ccc(Br)cc1 | -0.8 | 1 | 3 | -4 | 3 | 22 | -18 | -5 | 103
CCCCCCN(C(=O)CCCN1C(=O)NC(c2ccc(-c3ccccc3)cc2)C(C(=O)OCc2ccccc2)=C1C)C(C)C(=O)NCCCC (configuration not stated) | 9.1 | 6 | -6 | . | . | -7 | . | -4 | .
CCCn1c(SCC(=O)c2cc(OC)ccc2OC)nnc1-c1ccco1 | 3.0 | 1 | -3 | 6 | 2 | -12 | 27 | 0 | 109
Cn1c(=O)c2c(nc(CN3CCN(c4ccccc4F)CC3)n2CCCc2ccccc2)n(C)c1=O | 1.5 | -7 | 2 | 2 | . | -2 | . | 2 | 91
c1ccc(Cn2c(-c3ccccc3)c[n+]3c2SCCC3)cc1 | -1.0 | -3 | -16 | 7 | -7 | 8 | 6 | -5 | 105
CCOc1ccc(C(F)(F)F)cc1NC(=O)c1ccc(OC)c([N+](=O)[O-])c1 | -0.5 | -7 | 4 | -3 | -6 | -10 | 9 | -8 | 102
CCCCS(=O)(=O)N1CCCC(C(=O)Nc2ccc(Cl)cn2)C1 (configuration not stated) | -0.6 | 3 | -4 | 2 | 21 | 17 | . | -11 | 102
Cc1ccc(F)cc1NC(=O)CN1C(=O)NC2(CCCc3ccccc32)C1=O (configuration not stated) | 1.3 | -1 | 2 | 0 | . | -14 | . | -6 | .
COc1ccc(/C=N/NC(=O)c2nnn(-c3nonc3N)c2CN(C)C2CCCCC2)cc1 | 0.8 | -5 | 5 | -3 | 7 | 1 | 29 | -6 | 95
CCOc1ccc(N=C2NC(=O)S/C2=C\c2ccc(O)cc2)cc1 | 0.1 | -14 | 1 | 9 | -20 | 1 | -25 | -2 | 104
CN(CC(=O)NCCc1ccccc1)S(=O)(=O)c1cccs1 | 5.4 | 5 | 2 | 3 | 4 | 26 | 9 | -3 | 108
COc1ccc(C(=S)N2CCCCC2)cc1Br | -2.3 | 7 | -4 | 4 | -14 | -34 | 35 | 2 | 101
CCOC(=O)C1CCCN(CCSc2ccc(C)cc2)C1 (configuration not stated) | -4.1 | 4 | -3 | 1 | -6 | 7 | 18 | -5 | 103
CN(Cc1nccn1C)C(=O)CCc1nnc(CCC2CCCCC2)o1 | 1.1 | 1 | -2 | 0 | -10 | -10 | 10 | 1 | 101
CS(=O)(=O)c1ccc(Cl)c(NC(=O)COC(=O)CNC(=O)c2sc3ccccc3c2Cl)c1 | 1.1 | 0 | 0 | -3 | . | -1 | . | 1 | .
COc1ccc(C2=CC(=O)C[C@H](COCc3ccccc3)N(C(=O)OC(C)(C)C)O2)cc1 | 3.0 | 4 | 2 | . | . | -13 | . | -9 | .
CC(C)CC(=O)Nc1ccc(-c2nnn(CC(=O)NCc3ccco3)n2)cc1 | -1.4 | 1 | 6 | -3 | 7 | -1 | 12 | 1 | 104
CCOC(=O)C1CCN(S(=O)(=O)c2cccc(-c3cn4cccc(C)c4n3)c2)CC1 | 2.7 | 4 | -6 | -12 | 9 | -10 | -47 | -4 | 105
C=CCN(Cc1ccc(Br)s1)C(=O)c1ccc(OCc2c(C)noc2C)cc1 | 3.5 | . | -10 | . | . | 10 | . | -2 | .
Cc1cc(N)n(-c2ccc([N+](=O)[O-])cc2)n1 | -2.2 | 2 | 10 | -4 | 11 | 3 | -24 | 1 | 106
COCCNc1oc(-c2ccc(Cl)cc2)nc1C#N | -0.8 | -1 | 3 | . | -1 | 23 | 12 | -5 | .
COc1ccc(C(=O)c2ccc(Br)cc2)c2ccccc12 | 2.9 | 1 | 5 | -4 | . | 1 | . | 4 | .
CCCn1c(=O)c(C(=O)NCCCc2ccccc2)c(O)c2ccccc21 | 5.0 | 4 | -6 | 1 | -14 | -27 | 44 | -9 | 107
COc1ccc(C=O)cc1Cn1c(C)cc(C)c(C#N)c1=O | 2.7 | -3 | 2 | 7 | 0 | -1 | -21 | -5 | 83
Cc1ccc(NC(=O)c2ccc3ccccc3n2)cc1S(=O)(=O)N(C)C | -3.0 | -2 | -2 | 3 | -1 | 0 | 52 | 0 | 98
Cc1cn(CC(=O)NCCCc2ccccc2)c(=O)[nH]c1=O | -1.1 | -2 | 3 | . | . | 9 | . | -4 | .
C=CCn1c(SCC(=O)Nc2ccc(C(=O)O)cc2)nc2sc(C)c(C)c2c1=O | 0.4 | 4 | 8 | -1 | . | -7 | . | -2 | .
CCCCc1ccc(NC(=O)Cn2c(=O)c(N3CCCCC3)c(N)n(C)c2=O)cc1 | -0.1 | -1 | 5 | 3 | . | 7 | . | -5 | .
